High-throughput results: PubChem BioAssay, several laboratories
Fam108B inh: counter-screen for RBBP9 inhibitors: inhibitors of mouse Fam108B; inhibition, % at 9.51 µM; 300,000 compounds, 0.33% hits; recombinant Fam108B, FP-Rh probe fluorescence polarization;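 active means inhibition above the screen mean inhibition plus 3 SD, computed separately per campaign, cut at about 18% in these data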;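 further: inhibitors lower polarization as less probe binds the enzyme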
MCL1-BIM inh: disrupts human MCL1 binding to BIM-BH3 peptide | inhibition, % at 10.9 µM | AID 2057 | GST-MCL1 / FITC-Bim-BH3 fluorescence polarization | Q07820 | 320,000 compounds, 0.68% hits;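 active means inhibition above the mean inhibition of all tested compounds plus 3 SD, set per campaign, cut at about 40% in these data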;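 further: 0% = DMSO wells and 100% = unlabeled Bim-BH3 peptide control; higher means more loss of mP so more displacement of Bim peptide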
Target sequence (Q07820 whole entry, looked up): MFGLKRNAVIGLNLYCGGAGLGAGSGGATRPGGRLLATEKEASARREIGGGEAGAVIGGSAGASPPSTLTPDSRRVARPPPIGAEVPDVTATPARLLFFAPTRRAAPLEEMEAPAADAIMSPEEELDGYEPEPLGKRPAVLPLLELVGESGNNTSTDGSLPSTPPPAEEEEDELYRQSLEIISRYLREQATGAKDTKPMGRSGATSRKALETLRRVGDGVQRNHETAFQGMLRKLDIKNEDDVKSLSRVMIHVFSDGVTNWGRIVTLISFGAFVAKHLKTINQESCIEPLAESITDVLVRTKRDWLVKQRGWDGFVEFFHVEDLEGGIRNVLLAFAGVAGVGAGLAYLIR
Bcl-xL primary: blocks human Bcl-xL binding to Bim BH3 peptide; Q07817; GST-Bcl-xL / FITC-Bim BH3 peptide fluorescence polarization; inhibition, % at 10.9 µM; 320,000 compounds, 0.7% hits;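 active means inhibition above the mean of all tested compounds plus 3 SD, cutoff set per campaign, cut at about 30% in these data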;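 further: 0% = DMSO wells and 100% = unlabeled Bim-BH3 peptide competitor; inhibitors lower millipolarization by displacing the labeled peptide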
Target sequence (Q07817 whole entry, looked up): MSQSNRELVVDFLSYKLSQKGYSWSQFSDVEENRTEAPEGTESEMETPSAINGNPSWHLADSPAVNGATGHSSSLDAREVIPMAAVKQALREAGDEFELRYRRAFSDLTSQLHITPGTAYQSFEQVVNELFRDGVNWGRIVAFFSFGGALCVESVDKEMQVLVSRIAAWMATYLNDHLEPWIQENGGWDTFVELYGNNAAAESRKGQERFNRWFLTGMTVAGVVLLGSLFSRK
VLA-4 inh: inhibition in a human VLA-4 binding assay; AID 2557; VLA-4 expressing cells, ligand binding flow cytometry; P13612; 330,000 compounds, 0.2% hits; inhibition, % (about 7 µM as worked out from the volumes in the protocol); in the data active means inhibition above about 50%
MEX-5 binding: C. elegans MEX-5 TCR-2 RNA binding activity | 300,000 compounds, 0.38% hits | activity score (negative = inhibition of binding), % at 10 µM | AID 1832 | MEX-5/FITC-TCR2 RNA binding, fluorescence polarization; stronger effect = lower value;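 active means inhibition past about -25% in most replicates, and total fluorescence under double the plate's negative control median, limit read from the data; inconclusive means replicates evenly split on the limit, or fluorescence at least double controls; inactive means too little inhibition in most replicates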;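 further: 0% = DMSO and -100% = 5 µM competing unlabeled TCR2 RNA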
Target sequence (Q9XUB2 whole entry, looked up): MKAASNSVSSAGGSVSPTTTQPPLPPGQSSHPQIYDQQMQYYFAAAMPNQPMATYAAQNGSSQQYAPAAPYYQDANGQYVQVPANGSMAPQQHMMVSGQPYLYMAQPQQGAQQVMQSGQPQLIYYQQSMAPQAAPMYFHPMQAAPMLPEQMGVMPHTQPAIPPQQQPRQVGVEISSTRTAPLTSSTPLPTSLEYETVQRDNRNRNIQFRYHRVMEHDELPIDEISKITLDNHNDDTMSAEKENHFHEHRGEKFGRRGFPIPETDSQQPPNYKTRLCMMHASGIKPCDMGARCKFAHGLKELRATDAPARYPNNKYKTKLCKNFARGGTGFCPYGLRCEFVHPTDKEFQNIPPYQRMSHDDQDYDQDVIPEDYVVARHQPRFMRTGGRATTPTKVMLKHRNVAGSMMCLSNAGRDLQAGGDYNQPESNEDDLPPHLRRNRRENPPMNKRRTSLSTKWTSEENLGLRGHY
Efflux pump inh: blocks antifungal efflux pumps in multiplex yeast assay | AID 485275 | inhibition, % at 10 µM | 330,000 compounds, 0.44% hits | S. cerevisiae Candida pump triplex, Nile Red efflux;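 active means plate passing quality check with inhibition over a set limit, or well fluorescence over plate mean plus 4 SD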;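 further: Nile Red retained in pooled yeast measured as flow cytometry median fluorescence; 0% = buffer negative control and 100% = Enniatin B positive control; higher means more Nile Red kept so more efflux inhibition; some compounds called inactive have numbers as strong as hits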
GLD-1 TGE inh: GLD-1-TGE RNA interaction inhibition (C. elegans); Q17339; 320,000 compounds, 0.44% hits; AID 2280; purified GLD-1 + fluorescein TGE RNA, fluorescence polarization; inhibition, % at 5.96 µM;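 active means percent inhibition above a per-plate cutoff, the plate mean of test compounds plus 3 SD, cut at about 30% in these data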;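 further: 0% = DMSO wells with GLD-1 and probe and 100% = wells lacking GLD-1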
PME-1 primary: PME-1 (human) inhibition. recombinant PME-1, FP-Rh probe fluorescence polarization. AID 2130. inhibition, % at 5.9 µM. 320,000 compounds, 0.53% hits. Q9Y570;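 active means inhibition above the campaign mean of all compounds plus 3 SD, cut at about 26% in these data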;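 further: competitive labeling of PME-1 active site by serine hydrolase directed probe; 0% = PME-1 with DMSO and 100% = wells lacking PME-1 enzyme; inhibitors block probe labeling so polarization falls and inhibition rises; many of its hits are not listed in these tables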
GRK2 aptamer HTS: human GRK2 inhibition via aptamer displacement; inhibition of aptamer binding, % at 10 µM; bead flow cytometry, FAM-aptamer displacement from GRK2; 330,000 compounds, 0.59% hits; P25098;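 active means inhibition of aptamer binding above 40%, roughly 3 SD of noise, on plates passing a quality check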;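 further: median bead fluorescence of bound FAM aptamer so fluorescent compounds give negative values; no value below 0 was filed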
* marks the source's active call; other numbers are inactive results; ? = inconclusive; nt = not tested or not shown; + = active, no number. Only part of the results is shown; count on the stated rates, not on these rows.

SMILES	Fam108B inh	MCL1-BIM inh	Bcl-xL primary	VLA-4 inh	MEX-5 binding	Efflux pump inh	GLD-1 TGE inh	PME-1 primary	GRK2 aptamer HTS
COC(=O)c1cccc(N/C=C(\[N+](=O)[O-])S(=O)(=O)c2ccccc2)c1	2	1	0	-4	1.3	-0.1	-7	5	0
Cc1ccc(C)c(OCCC(=O)OCC(=O)NC(=O)NC2CCCC2)c1	-2	2	1	0	-1.9	-0.1	1	-6	24
COc1cccc(C2CC(c3ccc(C)cc3)=NN2C(=O)c2ccccc2F)c1OC (stereo not given)	0	3	5	5	0.0	0.4	-2	-1	1
O=C(Nc1ccc2c(c1)OCO2)c1ccncc1	-2	10	10	2	-1.0	0.1	-10	0	0
c1ccc(C2=NNC(=NC3CC3)SC2)cc1	3	10	6	-2	0.2	-0.2	3	2	0
CCOc1ccc2nc(NC(=O)CSc3ccc(Cl)cc3)sc2c1	0	8	2	-17	0.7	0.0	5	-7	3
O=S(=O)(Nc1ccc(N2CCOCC2)cc1)c1ccc2ccccc2c1	-3	9	8	9	-1.8	0.3	-6	6	2
CCN(CC)c1ccc(NC(=O)CN2CCN(CC(=O)Nc3ccccc3F)CC2)cc1	-3	4	13	14	2.5	0.0	0	-3	2
O=C(NCc1cccnc1)c1cc(C(=O)C2CC2)c[nH]1	-1	-4	-5	-6	-3.1	0.1	-4	-5	1
CCCCN(C(=O)Cn1ncc(Cl)c(Cl)c1=O)c1c(N)n(CC(C)C)c(=O)[nH]c1=O	2	16	-1	0	-0.6	0.0	1	1	1
O=C(NCCNc1ccc([N+](=O)[O-])cc1)c1cccc2c(Br)cccc12	2	1	-2	20	1.9	-0.1	5	3	0
CCOC(Cn1c(SCc2cc(C(C)=O)ccc2OC)nc2ccccc2c1=O)OCC	0	10	5	10	-1.8	-0.2	-6	4	0
NC(=O)CCn1c(C(=O)c2cccc([N+](=O)[O-])c2)c2ccccc2[n+]1[O-]	2	4	-1	20	-1.9	-0.1	4	3	8
O=C(Cn1cc(SCc2ccc(Cl)cc2)c2ccccc21)N1CCOCC1	-2	0	4	0	-1.5	1.0	1	4	4
Cc1cc(NC(=O)Nc2cccc3ccccc23)no1	0	-4	-2	5	-2.8	-0.1	-11	-2	1
COc1cc(C(=O)Sc2ccc(C)cc2)cc(OC)c1OC	0	-4	3	9	1.8	0.0	1	-1	3
CCOC(=O)N1CCC(NC(=O)C2CCCN(Cc3nc(-c4cccc(Cl)c4)oc3C)C2)CC1 (stereo not given)	-5	-2	0	16	-2.7	-0.1	0	5	5
O=C1CCCC(O)=C1C=Nc1cccc(C(F)(F)F)c1	-2	4	7	-25	2.2	0.2	4	-4	1
COc1ccccc1C(=O)O/N=C(/c1ccncc1)c1ccc([N+](=O)[O-])cc1	-4	-1	0	-3	0.9	0.1	4	-10	1
O=C(CCNC(=O)c1ccc(Br)cc1)Nc1cc(Cl)ccc1-n1cncn1	-1	-1	-4	0	1.1	-0.1	8	0	1
COc1ccc(NC(=O)CSc2nnc(-c3ccoc3C)n2CCc2ccccc2)cc1	1	-11	-3	-7	-0.4	-0.1	8	4	0
Cc1ccccc1-n1c(SCC(=O)N/N=C/C=C/c2ccccc2[N+](=O)[O-])nc2ccccc2c1=O	-10	-9	-1	-3	1.0	0.5	5	-12	6
Cc1ccc(NC(=O)CSCC(=O)Nc2ccc(N3CCOCC3)c(Cl)c2)cc1	0	-2	3	11	0.4	0.0	3	0	0
COc1ccc(-c2nc3ccccn3c2C=O)cc1	0	-2	0	22	-0.6	-0.1	0	1	1
Cc1ccc2nc(SCC(=O)Nc3cccc([N+](=O)[O-])c3)[nH]c2c1	4	-4	-4	13	-1.9	-0.1	11	-1	0
CC(C)(C)NS(=O)(=O)c1ccc(-c2csnn2)s1	-2	5	2	13	1.7	0.0	-5	4	2
CCCNC(=O)/C(C#N)=C1\N=C(NC(=O)c2cccs2)c2ccccc21	0	4	4	-31	0.8	0.5	0	2	0
CC(=O)S[C@@H]1CC2=CC(=O)CC[C@]2(C)[C@H]2CC[C@@]3(C)[C@@H](CC[C@@]34CCC(=O)O4)[C@H]12	3	12	3	1	-2.2	0.1	2	0	0
C/C(=N\c1nc2ccccc2n1C)c1cc(Cl)ccc1O	-3	-2	3	9	-2.0	-0.1	-1	-4	0
COC(=O)C1C(=O)c2c(n[nH]c2C)CC1(C)C (stereo not given)	-1	-1	2	6	0.0	0.1	5	-1	2
O=C1CC2CS(=O)(=O)CC2N1c1ccc(Cl)cc1Cl (stereo not given)	-2	8	9	1	0.3	0.0	1	1	0
Cc1cccc(CSc2nnc(-c3cccs3)n2Cc2ccco2)c1	-3	-6	-6	29	1.8	0.3	-3	7	0
O=C(CNC(=O)c1cc(S(=O)(=O)N2CCCCC2)ccc1N1CCOCC1)Nc1ccc(F)c(F)c1	1	1	1	21	1.2	0.0	1	1	2
Cc1ccc(CSCCNS(=O)(=O)c2ccc([N+](=O)[O-])cc2)cc1	-1	0	0	10	-0.4	0.0	-3	-2	3
Cc1ccc(CN(c2ccc(C(=O)N3CCCC3)cc2)S(C)(=O)=O)cc1	-3	4	12	7	-0.3	-0.1	-1	2	0
CC(C)[C@H](NC(=O)[C@@H]1Cc2ccccc2CN1)C(=O)NC1CCCCC1	1	5	3	14	-1.0	-0.1	-3	-2	0
CC1(C)CC(=O)C2=C(C1)OC1=C(C(=O)CC(C)(C)C1)C2c1ccc(O)cc1O	3	+	174*	36	?	-0.3	128*	3	0
Cc1ccc(C(O)(CNCc2ccccc2)c2ccccc2)cc1 (stereo not given)	nt	nt	nt	6	-0.9	0.1	nt	nt	0
CCOC(=O)C1=C(SCC(=O)Nc2ccccc2)NC(=O)C(C#N)C12CCCCC2 (stereo not given)	-2	16	11	-5	-0.4	-0.1	8	0	28
C/C(=N\NC(=O)c1ccc2c(c1)OCO2)c1ccc(O)cc1	1	2	-2	37	-0.2	-0.2	0	3	0

Shown as labelled records: entries from further up
CCOc1ccc2nc(NC(=O)CSc3ccc(Cl)cc3)sc2c1
  Fam108B inh: 0; MCL1-BIM inh: 8; Bcl-xL primary: 2; VLA-4 inh: -17; MEX-5 binding: 0.7; Efflux pump inh: 0.0; GLD-1 TGE inh: 5; PME-1 primary: -7; GRK2 aptamer HTS: 3
O=S(=O)(Nc1ccc(N2CCOCC2)cc1)c1ccc2ccccc2c1
  Fam108B inh: -3; MCL1-BIM inh: 9; Bcl-xL primary: 8; VLA-4 inh: 9; MEX-5 binding: -1.8; Efflux pump inh: 0.3; GLD-1 TGE inh: -6; PME-1 primary: 6; GRK2 aptamer HTS: 2

Six entries from above, with values under each structure.
The line under a structure holds: Fam108B inh	MCL1-BIM inh	Bcl-xL primary	VLA-4 inh	MEX-5 binding	Efflux pump inh	GLD-1 TGE inh	PME-1 primary	GRK2 aptamer HTS
- COc1ccc(NC(=O)CSc2nnc(-c3ccoc3C)n2CCc2ccccc2)cc1
→ 1	-11	-3	-7	-0.4	-0.1	8	4	0
- C/C(=N\c1nc2ccccc2n1C)c1cc(Cl)ccc1O
→ -3	-2	3	9	-2.0	-0.1	-1	-4	0
- CC1(C)CC(=O)C2=C(C1)OC1=C(C(=O)CC(C)(C)C1)C2c1ccc(O)cc1O
→ 3	+	174*	36	?	-0.3	128*	3	0
- CC(C)[C@H](NC(=O)[C@@H]1Cc2ccccc2CN1)C(=O)NC1CCCCC1
→ 1	5	3	14	-1.0	-0.1	-3	-2	0
- O=C(CNC(=O)c1cc(S(=O)(=O)N2CCCCC2)ccc1N1CCOCC1)Nc1ccc(F)c(F)c1
→ 1	1	1	21	1.2	0.0	1	1	2
- CCOC(=O)C1=C(SCC(=O)Nc2ccccc2)NC(=O)C(C#N)C12CCCCC2 (stereo not given)
→ -2	16	11	-5	-0.4	-0.1	8	0	28

Remaining list, next part:
SMILES	Fam108B inh	MCL1-BIM inh	Bcl-xL primary	VLA-4 inh	MEX-5 binding	Efflux pump inh	GLD-1 TGE inh	PME-1 primary	GRK2 aptamer HTS
O=C(Nc1ccccc1N1CCCC1)c1ccc2c(c1)OCO2	-2	-1	5	10	2.2	0.1	-2	2	1
CCOc1cc(C)c(Cl)cc1S(=O)(=O)NCc1ccco1	-2	-2	2	4	2.4	-0.3	5	-3	0
COCc1cc(C)nc(OCC(=O)N/N=C/c2ccco2)c1C#N	6	2	7	6	-3.6	0.1	2	1	0
c1cncc(-c2ccc3ncnc(NCc4cccs4)c3c2)c1	nt	nt	nt	8	nt	0.1	12	nt	7
O=S(=O)(c1cc(Cl)ccc1Cl)N1CCNCC1	5	8	6	24	1.4	-0.4	0	-4	1
C/C(=N\OC(=O)c1ccc(OC(C)C)cc1)c1ccc(C)c(C)c1	-6	4	3	5	-0.6	0.1	2	-3	0
O=C(OCC(=O)N1CCN(C(=O)c2ccco2)CC1)c1ccc(S(=O)(=O)N2CCCCC2)cc1	2	-3	-3	5	2.8	0.0	4	-11	2
COc1ccc(CC(NC(C)=O)C(=O)NC2CCN(S(=O)(=O)c3ccccc3)CC2)c(OC)c1 (stereo not given)	3	8	7	9	-1.4	0.1	-2	0	0
CCC1CCCCN1C(=O)CSc1nnc(-c2c[nH]c3ccccc23)o1 (stereo not given)	-1	-1	4	9	1.1	0.1	4	2	2
C=CCn1c(C)cc(C(=O)Cn2nc(C(=O)O)c3ccccc3c2=O)c1C	0	6	3	19	-3.3	0.3	2	1	3
CCCn1cc(NC(=O)c2cc(-c3ccccc3)on2)cn1	-1	-2	3	-13	2.1	-0.1	4	-2	0
CCCCC(=O)Nc1nc2ccc(C(=O)OC)cc2s1	1	-4	4	-8	-4.7	0.1	3	2	4
CCC(C)c1ccccc1NC(=O)COC(=O)c1ccc(N2CCCC2)c([N+](=O)[O-])c1 (stereo not given)	-1	4	1	8	2.1	-0.1	0	13	0
COc1ccc(C(=O)Nc2c3c(nn2C(C)(C)C)CS(=O)(=O)C3)cc1OC	-4	-2	4	-7	-0.1	0.0	4	1	0
COc1ccccc1N(CC(=O)NC1CCCC1)S(=O)(=O)c1ccc(C)cc1	0	3	3	4	-3.1	-0.1	1	3	0
Cc1nn2cc(-c3ccc(Cl)cc3)cnc2c1Cl	-3	-2	2	7	0.7	0.2	-5	-2	0
CC(=O)Oc1ccc(-c2cccc(C(=O)NCCCO)c2)cc1	-1	7	4	3	-2.5	0.0	4	4	0
Cc1nn(-c2ccc(F)cc2)c(Cl)c1C(=O)NCC1CCCO1 (stereo not given)	nt	-1	2	14	nt	0.1	4	8	0
O=[N+]([O-])c1cccc(N(CC(O)CN2CCCCC2)S(=O)(=O)c2ccccc2)c1 (stereo not given)	-1	1	-3	3	-1.6	0.0	-2	-8	0
CCN1C(=O)/C(=C2\SC(=S)N(NC(=O)c3ccccc3O)C2=O)c2ccccc21	1	31	23	11	-40*	0.1	3	4	2
CCc1c(C)sc2nc3c(C(=O)N4CCOCC4)cc(C(=O)c4ccccc4O)cn3c(=O)c12	-6	-2	5	-18	0.3	-0.1	-1	-7	3
COc1ccc(CCNC(=O)CNCC(c2ccccc2)N(C)C)cc1OC (stereo not given)	2	-1	1	11	1.2	-0.9	5	0	4
